Bioassay records: PubChem BioAssay, National Center for Advancing Translational Sciences (NCATS)
Shiga inhibitor: Shiga toxin inhibition; hit rate 9.2% among 290,000; AID 2315; Vero cells, Shiga toxin protein synthesis inhibition reporter; inhibition, % at 38.7 µM; in the data active = inhibition mostly above about 28%, no sharp cut-off; inactive = mostly below about 43%; note: 0% is about no effect
Giardia FBPA inh: Giardia lamblia aldolase inhibition. A8B2U2. hit rate 0.71% among 290,000. purified Giardia FBPA. Potency, µM (highest dose often 59.6 µM), for the others: at the top dose activity, negative = inhibition, most hits filed as inhibitors. AID 2451; note: potency is the fitted concentration of half-maximal effect; % is set by controls: 0 for no effect and ±100 for the full control effect; nearly all actives have a fitted effect of over 55% in size
Target sequence (A8B2U2 whole entry, looked up): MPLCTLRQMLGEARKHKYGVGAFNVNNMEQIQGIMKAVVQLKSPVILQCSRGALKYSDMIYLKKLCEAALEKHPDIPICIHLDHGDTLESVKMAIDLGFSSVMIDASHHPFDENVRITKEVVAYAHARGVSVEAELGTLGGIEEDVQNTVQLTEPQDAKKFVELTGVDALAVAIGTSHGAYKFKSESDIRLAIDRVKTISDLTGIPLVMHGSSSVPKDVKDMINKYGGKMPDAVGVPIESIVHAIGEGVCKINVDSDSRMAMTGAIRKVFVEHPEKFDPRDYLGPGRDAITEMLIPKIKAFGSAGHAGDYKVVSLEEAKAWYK
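Giardia FBPA (40 nM reagent) was preincubated 10 min at RT with compound (up to 57.5 uM final), then substrate plus GAPDH/TPI/NAD/arsenate coupling system with diaphorase/resazurin was added; resorufin fluorescence (525/598 nm) was read after 20 min.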
Cycloheximide cs: counter-screen hit for Shiga toxin inhibitors, cycloheximide. hit rate 12% among 300,000. max response, %. cell reporter, cycloheximide protein synthesis inhibition counterscreen; in the data active = max response mostly above about 13%, no sharp cut-off; inactive = mostly below about 14%; note: read at 38.3 µM for the half of the compounds with a filed dose; 0% is about no effect
Pf growth 48h: P. falciparum growth inhibition at 48 hours (one generation) | hit rate 5.9% among 310,000 | Potency, µM (doses to about 28.7 µM), without a hit: at the top dose activity change, negative = inhibition, hits mostly inhibitors | P. falciparum luciferase growth in erythrocytes, 48 h; note: potency is the fitted concentration of half-maximal effect; % is set by controls: 0 for no effect and ±100 for the full control effect
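Luciferase-expressing parasites in RBCs, 2% Hct / 0.1% parasitemia final; RPMI 1640 + 0.5% Albumax; 37 C, 5% CO2, one generation; luminescence read-out, lower signal = inhibition.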
Pf growth 96h: P. falciparum growth inhibition at 96 hours. Potency, µM (top dose mostly 28.7 µM), for inactives: at the top dose activity change, negative = inhibition, usual class: inhibitors. P. falciparum luciferase reporter growth, 96 h. hit rate 6.9% among 320,000; note: potency is the fitted concentration of half-maximal effect; % is set by controls: 0 for no effect and ±100 for the full control effect
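Delayed-death screen, second-generation endpoint: infected erythrocytes, 2% hematocrit, 0.05% parasitemia final; 96 hours at 37 C, 5% CO2; luciferase detection reagent; luminescence decrease equals reduced growth.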
HCV inhibitor: HCV inhibition. hit rate 3.4% among 340,000. Potency, µM (top dose mostly 41.8 µM), for inactives: at the top dose activity change, negative = inhibition, hits mostly inhibitors. AID 651820. Huh7.5.1 HCVcc-Cre infection, luciferase reporter, 44 h; note: potency is the fitted concentration of half-maximal effect; % is set by controls: 0 for no effect and ±100 for the full control effect
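Luciferase read-out (15 sec integration) after a 15 min room-temperature substrate step quantifies HCVcc-Cre infection. Cells, 1,000 per well, had compound added 4 h post-plating, then virus at ~0.5 moi, and were cultured 44 h.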
Active calls of the source: *; ? = inconclusive; / = no result given; & = joins results of further samples; [ ] = another dose, or the depositor's remark. Unless noted, calls come from the whole dose curve; as a rule, active = well fitted curve in the direction sought with a large enough effect; inconclusive = small, poorly fitted or top-dose-only effect, or another doubt; inactive = no such curve, though single readings can be large; an effect the other way counts as inactive or inconclusive.

SMILES	Shiga inhibitor	Giardia FBPA inh	Cycloheximide cs	Pf growth 48h	Pf growth 96h	HCV inhibitor
COc1ccc(S(=O)(=O)NCC2CCCN(C(=O)C=C(C)C)C2)cc1 (stereo unspecified)	-4	4%	-1	-12%	3%	8%
Cc1nnc(NC(=O)CSc2ccc3nnc(-c4cccnc4)n3n2)s1	19	-13%	-1	33%[activator]	?	/
CCCCCCCCCCCCC(NC(C)=O)(C(=O)OCC)C(=O)OCC	-7	-8%	-3	-2%	?	8%
CCCN(C(=O)COC(=O)c1[nH]c(C)c(C(=O)OC)c1C)c1c(N)n(Cc2ccccc2)c(=O)[nH]c1=O	/	/	/	15µM*	?	?
COc1ccccc1N1CCN(CC(C)N(C(=O)C2CCCCC2)c2ccccn2)CC1 (stereo unspecified)	3	3%	-4	?	?	9%
CC1Cc2ccccc2N1C(=O)CNc1ccccc1N1CCCCC1 (stereo unspecified)	18	-6%	1	?	13µM*	1%
Cc1cc(C)n(-c2ccc(C(F)(F)F)cc2[N+](=O)[O-])n1	3	4%	-5	9%	3%	-3%
Cc1cccc(CN(C)CCc2ccccn2)c1	-16	-26%	-4	33%[activator]	?	15%
CN(C)S(=O)(=O)c1cccc(C(=O)OCC(=O)NCc2ccc3c(c2)OCO3)c1	2	-3%	3	13%	15%	8%
CCCc1cc(NCCN(C)C)n2c(nc3ccccc32)c1C#N	/	-10%	-1	0%	-24%	6%
COc1ccc(C2C(C(=O)c3sc(C)nc3C)=C(O)C(=O)N2CCN2CCOCC2)cc1 (stereo unspecified)	14	0%	12	2%	-23%	2%&14%
Cc1c(-c2nn(C)c(=O)c3ccccc23)oc2ccc(F)cc2c1=O	-7	?	-8	2.6µM*	4.1µM*	-26%
CCOc1ncccc1C(=O)OCC(=O)N1CCN(S(=O)(=O)c2ccccc2)CC1	-15	2%	-5	/	-11%	5%
COc1cc(C(=O)NCc2ccccc2)cc(Br)c1OC	5	-4%	8	0%	0%	-27%
N#Cc1ccc(C(=O)Nc2cc(C3CC3)nn2-c2ccccc2)cc1	/	/	/	?	?	?
CC(C)(C)c1ccc(Oc2cccc(C3CC(=O)C(C4NCCc5ccccc54)C(=O)C3n3cncn3)c2)cc1 (stereo unspecified)	10	12%	9	1.2µM*	14%	-2%
CC(C(=O)OCC(=O)Nc1cccc(S(=O)(=O)N2CCOCC2)c1)N1C(=O)c2ccccc2C1=O (stereo unspecified)	39	3%	-5	-4%	2%	16%
Cc1ccc(C(c2cc(Cl)c3cccnc3c2O)N2CCN(C)CC2)cc1 (stereo unspecified)	37	-5%	21	4.1µM*	?	?
O=C(Cn1cc(C(=O)c2ccco2)c2ccccc21)Nc1ccccc1	5	5%	1	-11%	?	?
COc1cc(CN(C)Cc2ccccc2)cc(OC)c1O	-13	?	-1	1%	/	12%
CN(Cc1nc2ccccc2c(=O)[nH]1)C(=O)c1cc(C2CC2)nn1-c1ccccc1	/	/	/	?	?	?
O=C(O)CCCC(=O)Nc1ccc(Oc2ncnc3cc(Cl)ccc23)nc1	-7	8%	-4	38%[activator]	18%	9%
CN(C)c1ccc(-c2sc(Nc3ccccc3)n[n+]2-c2ccc(F)cc2)cc1	50*	-15%	36*	40%[activator]	?	?
COc1ccccc1NCC(=O)c1ccc(C)c(C)c1	/	-7%	16*	29%	5%	13%
Clc1cccc(Cn2ncc3ccccc32)c1	44	25%	23	14%	?	-13%

Next records.
SMILES	Shiga inhibitor	Giardia FBPA inh	Cycloheximide cs	Pf growth 48h	Pf growth 96h	HCV inhibitor
Cc1c(NC(=S)NC(NC(=O)C(C)(C)C)C(Cl)(Cl)Cl)c(=O)n(-c2ccccc2)n1C (stereo unspecified)	1	2%	-1	-10%	?	16%
O=C(c1cnc(-c2ccc(Cl)cc2)s1)c1ccc(Cl)cc1Cl	-7	-3%	-2	14%	12%	?
Cc1occc1C(=O)NNS(=O)(=O)c1ccc(Cl)cc1	18	-9%	6	0%	?	4%
COCCNC(=O)/C(C#N)=C/c1ccc(OCc2ccccc2)cc1	22	1%	-3	?	?	-14%
Fc1cccc(NC(=S)NCc2cccnc2)c1	-5	-11%	4	-11%	7.4µM*	?
COc1ccc2c(C)cc(N3CCN(c4ccc(F)cc4)CC3)nc2c1	-5	0%	-3	?	/	-18%
CCC(=O)Nc1ccc(C(=O)N/N=C/c2cc(Br)c(OC)cc2OC)cc1	3	0%	-6	9%	19%	-3%
COc1ccc(-c2noc(COc3ccc4c(c3)OCO4)n2)cc1	7	4%	-4	13%	-31%	-11%
CC(C)(C)NC(=O)Cn1c(=O)n(CC(=O)NC(C)(C)C)c2ccccc21	-23	1%	3	5%	?	-10%
CN(C(=O)CSc1nc(C2CC2)nc2ccccc12)c1nc(-c2ccccc2)cs1	14	9%	5	?	3%	-19%
CCN(CC)CCNC(=O)c1c(O)c2cccc3c2n(c1=O)CCC3	15	-5%	-2	1.9µM*	/	?
Cc1ccc2c(CC(=O)N3CCOCC3)coc2c1	19	3%	15	1%	?	10%
O=C(Cn1nnc(-c2ccccc2)n1)N/N=C/c1cccc([N+](=O)[O-])c1O	8	19%	8	6%	?	9%
COc1cc(/C=N/NC(=O)c2cc(-c3ccccc3)nc3ccccc23)cc(OC)c1O	/	1%	2	54%	?	-3%
Cn1c(C2CCCCC2)nc2ccccc21	47	9%	16*	-13%	?	-2%
CCc1cc(-c2n[nH]c(C)c2Oc2ccc(C(C)C)cc2)c(O)cc1O	-5	-8%	-3	/	?	7%
COC(=O)c1ccc(-c2nc3cc(Cl)c(N)cc3s2)cc1	106*	?	48*	218%[activator]	343%[activator]	0%
Cc1cccc(-c2c(NC(=O)c3ccco3)oc3c(C)cccc3c2=O)c1	2	/	25	-4%	-23%	5%
COc1ccc(N2CCN(C(=O)C3CCCN3S(=O)(=O)c3cccc4nsnc34)CC2)cc1 (stereo unspecified)	-6	/	-2	-7%	?	11%
Nc1nc(NCc2ccccc2)nc(NCc2ccccc2)c1[N+](=O)[O-]	-8	1%	-4	?	?	-21%
O=C(NCCc1ccccc1)c1noc2c1CCc1ccccc1-2	39*	1%	19*	25%	-1%	0%
CC(C)(C)C1CCc2sc(C(=O)NNC(=O)CCl)cc2C1 (stereo unspecified)	109*	9%	59*	?	?	?
O=C(CN1CCCCC1)N/N=C/c1ccc(Cl)cc1	45*	9%	14*	45%[activator]	10%	1%
CC(=O)c1cccc(N(CC(=O)N2CCOCC2)S(C)(=O)=O)c1	-10	6%	-1	2%	/	-13%
COc1ccc(N2C(=O)C(Cl)=C(N3CCN(Cc4ccccc4)CC3)C2=O)cc1	3	1%	-5	?	/	-3%&-3%

Continuation.
SMILES	Shiga inhibitor	Giardia FBPA inh	Cycloheximide cs	Pf growth 48h	Pf growth 96h	HCV inhibitor
O=C(NCc1cccnc1)c1cc(-c2ccccc2)on1	153	-4%	40*	114%[activator]	?	3%
COc1ccc(C2=NN(C(=O)c3cccs3)C(O)(C(F)(F)F)C2)cc1 (stereo unspecified)	12	-4%	21	33%[activator]	-33%	?
Nc1ccccc1Oc1ccccc1	-5	-2%	-1	/	/	/
CCCCn1c(O)c(C=NC2CCCCC2N)c(=O)[nH]c1=O (stereo unspecified)	13	-1%	-3	-15%	/	10%
CCN(Cc1ccccc1)C(=O)Cn1cc2c(n1)CCCC2	4	-4%	-1	8%	9%	11%
Cc1cccc(NS(=O)(=O)c2cc3c4c(c2)C(C)C(=O)N4CCC3)c1 (stereo unspecified)	-7	/	-2	-13%	?	-16%
Cc1cccc(OCC(O)CN2C(C)(C)CC(O)CC2(C)C)c1 (stereo unspecified)	8	-5%	-5	21%	-15%	3%
CCOc1ccc(S(=O)(=O)NCCC(=O)NCCc2ccc(C(C)C)cc2)cc1	/	/	/	-14%	?	-16%[8.37 µM]
Cc1cc(C)c2[nH]c(=O)c(=O)[nH]c2c1	-3	1%	6	-16%	12%	1%
Cc1ccccc1Oc1cc(-n2ncc(Cl)c(Cl)c2=O)ncn1	23	5%	14*	?	-29%	?
CCCCCCC(=O)Nc1c2c(nc3ccccc13)N(C)CC2	19	12%	-2	11%	25%	-13%
CC1(C)OC(=O)C(=CNc2ncccn2)C(=O)O1	13	0%	2	34%[activator]	0%	12%
Cc1cc(C(=O)NP(=O)(N2CC(C)OC(C)C2)N2CC(C)OC(C)C2)c(C)n1C1CC1 (stereo unspecified)	7	-7%	2	-3%	10%	-1%
CC1=NN(c2ccc(Cl)c(C(=O)O)c2)C(=O)C1	1	7%	-3	4%	?	4%
CC1(C(=O)NC(=S)N(Cc2ccccc2)c2ccccn2)CC1(Cl)Cl (stereo unspecified)	30	-25%	22*	23%	?	35%[activator]
CCOC(=O)NN1C(=O)c2ccccc2NC1C (stereo unspecified)	14	1%	2	29%	-16%	3%
S=C(Nc1ccccc1)N1CCn2cccc2C1c1cccnc1 (stereo unspecified)	1	1%	-4	3%	-6%	?
O=C(CCn1c(=O)[nH]c2ccsc2c1=O)N1CCc2ccccc2C1	20	-7%	4	11%	10µM*	-8%
Cc1nc2c(C)cccn2c1C(=O)c1ccccc1	-9	2%	-4	/	?	?
CC(C)(C)c1ccc(C(=O)NNc2cc(N3CCCCC3)nc(N3CCCCC3)n2)cc1	16	-1%	-2	2.6µM*	?	?
COc1ccc2[nH]c(=O)c(CN(C(=O)c3cccnc3)c3ccc(C)cc3)cc2c1	-26	-1%	0	-4%	0%	-14%
COc1cc(CC(=O)OCc2ccccc2F)cc(OC)c1OC	8	-5%	1	17%	15%	?
O=c1[nH]c2cccnc2n1Cc1ccccc1	-9	-1%	2	16%	/	3%
Cc1cc(-c2ccc(Br)cc2)n[nH]1	82*	-1%	31*	118%[activator]	73%[activator]	?
COc1ccc(CC(=O)Oc2ccc(C(C)C)cc2)cc1S(=O)(=O)N1CCOCC1	/	/	/	38%[activator]	35%[activator]	10%

A few values from above:
`Cc1cc(-c2ccc(Br)cc2)n[nH]1` | Pf growth 48h: 118%[activator]
`CCCCCCC(=O)Nc1c2c(nc3ccccc13)N(C)CC2` | Cycloheximide cs: -2
`O=c1[nH]c2cccnc2n1Cc1ccccc1` | HCV inhibitor: 3%
`COc1ccc2[nH]c(=O)c(CN(C(=O)c3cccnc3)c3ccc(C)cc3)cc2c1` | Pf growth 96h: 0%

The list goes on.
SMILES	Shiga inhibitor	Giardia FBPA inh	Cycloheximide cs	Pf growth 48h	Pf growth 96h	HCV inhibitor
CC(C)(C)NC(=O)NC12CC3CC(CC(C3)C1)C2	-10	3%	-1	9%	15%	19%
Cc1cccc(C)c1Nc1nc2ccccc2o1	-4	0%	-4	?	-5%	-26%
CN(CC(=O)Nc1ccc(F)cc1)CC(=O)N1CCCC1	/	/	/	13%	7%	-16%
COC(=O)c1[nH]c2ccc(F)cc2c1NC(=O)CCN1CCN(C(=O)c2ccco2)CC1	48	3%	-1	35%[activator]	?	/
Cc1nn(C)c(C)c1NC(=O)Nc1cccc(C(F)(F)F)c1	-8	-1%	-2	?	?	1%
Cc1ccccc1NC(=O)CSc1ccsc1[N+](=O)[O-]	-4	-1%	-2	-13%	-4%	-3%
COc1ccc(CCn2c(=N)c(S(=O)(=O)c3ccc(Cl)cc3)cc3c(=O)n4ccccc4nc32)cc1	-1	/	3	4.7µM*	2.6µM*	-10%
COC(=O)CC1C(=O)NCCN1C(=O)c1sc2ccccc2c1Cl (stereo unspecified)	-15	2%	1	12%	15%	-17%

Compound profiles, from the list above. Values in the order: Shiga inhibitor, Giardia FBPA inh, Cycloheximide cs, Pf growth 48h, Pf growth 96h, HCV inhibitor
Shown for Cc1cccc(C)c1Nc1nc2ccccc2o1 = -4, 0%, -4, ?, -5%, -26%
Shown for COC(=O)c1[nH]c2ccc(F)cc2c1NC(=O)CCN1CCN(C(=O)c2ccco2)CC1 = 48, 3%, -1, 35%[activator], ?, /
Shown for Cc1nn(C)c(C)c1NC(=O)Nc1cccc(C(F)(F)F)c1 = -8, -1%, -2, ?, ?, 1%
